Assay outcomes (PubChem BioAssay)
GPR55 antagonists: inhibition of LPI-stimulated GPR55 beta-arrestin translocation – imaging, U2OS, beta-arrestin-GFP, LPI agonist, primary screen (AID 2013); U2OS GPR55 beta-arrestin-GFP translocation imaging, LPI antagonism; higher % means a stronger effect; one-dose inhibition, % at 10 µM; IC50 in µM for titrated hits; 290,000 compounds, 0.13% hits;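 active = spots per cell inhibited over 60%, with over 100 cells counted and total cytoplasm intensity under 500,000; inconclusive = wells with under 100 cells, flagged as likely toxic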;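 note: U2OS cells stably carrying GPR55 and arrestin-GFP stimulated by 5 µM LPI near EC80; imaged beta-arrestin-GFP aggregate spots per cell after agonist stimulation; plate controls were LPI-stimulated DMSO wells for no effect and DMSO wells without LPI for full effect; some results filed as inactive read as strong as hits; confirmed hits need IC50 under 10 µM and bright autofluorescent wells are also inconclusive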
Dengue-2 NS5 capping: Dengue-2 NS5 methyltransferase inhibitors, primary screen, biochemical, confirmation dose response (AID 588689); inhibition, % at 25 µM, or IC50 in µM where a hit was titrated; Dengue-2 NS5 methyltransferase capping enzyme assay, biochemical; higher % means a stronger effect; 340,000 compounds, 0.3% hits; in the data active = a potency from the dose series; inconclusive = inhibition above about 29% without an active follow-up result
NOD1 NF-kB reporter: NOD1 signaling inhibitors, primary screen, cell-based, luminescence, uHTS (AID 1578); 290,000 compounds, 1% hits; inhibition, % at 4 µM; hits with a dose series show EC50 in µM; NOD1-driven NF-kB luciferase reporter cells, luminescence; higher % means a stronger effect; in the data active = inhibition mostly above about 36%, no sharp cut-off; inactive = mostly below about 34%;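 note: HEK-293T reporter cells stimulated with the NOD1 agonist gamma-tri-DAP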
HIV peptide binding: cell-free HIV fusion peptide-binding blockers – biochemical, uHTS, fluorescence dequenching, primary screen (AID 1986). cell-free peptide binding, fluorescence dequenching, 30 min; higher % means a stronger effect. inhibition, % at 20 µM; hits with a dose series show IC50 in µM. 290,000 compounds, 0.3% hits; in the data active = inhibition mostly above about 52%, no sharp cut-off; inactive = mostly below about 76%; note: some results filed as inactive read as strong as hits
GPR55 beta-arrestin: GPR55 agonists via beta-arrestin recruitment, primary screen, imaging, U2OS cells, beta-arrestin-GFP redistribution (AID 1961); 290,000 compounds, 0.048% hits; activation, % at 10 µM, or EC50 in µM where a hit was titrated; U2OS GPR55 beta-arrestin-GFP redistribution imaging; higher % means a stronger effect;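 active = activation above 40% with more than 50 cells counted in the well; inconclusive = wells holding fewer than 50 cells, flagged as toxic or sparse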;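 note: U2OS osteosarcoma cells stably expressing GPR55 and beta-arrestin-GFP; plate controls were DMSO negative control for no effect and LPI positive control for full effect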
GPR35 antagonists: GPR35 antagonists blocking zaprinast-driven arrestin recruitment, primary screen, imaging, U2OS, beta-arrestin-GFP, zaprinast agonist (AID 2058). U2OS GPR35 beta-arrestin-GFP translocation imaging, zaprinast antagonism; higher % means a stronger effect. 290,000 compounds, 0.052% hits. inhibition, % at 10 µM; hits with a dose series show IC50 in µM;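 active = inhibition of at least 50% with at least 30 cells and total cytoplasm GFP at most 10,000,000; inconclusive = under 30 cells or total GFP of 10,000,000 plus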
KOR beta-arrestin-1: KOR antagonists, beta-arrestin recruitment, cell-based, luminescence, uHTS (AID 1778) | KOR beta-arrestin recruitment, luminescence, antagonist mode; higher % means a stronger effect | one-dose inhibition, % at 10 µM; IC50 in µM for titrated hits | 290,000 compounds, 0.091% hits; in the data active = inhibition above about 50%; note: strong numbers were not always called active
West Nile antiviral: West Nile virus antiviral activity, cell-based, CPE readout (AID 1621) | 290,000 compounds, 0.02% hits | West Nile virus-infected cells, CPE inhibition; higher % means a stronger effect | one-dose CPE inhibition, % at 10 µM; IC50 in µM for titrated hits; in the data active = a potency from the dose series; inconclusive = CPE inhibition mostly from about 3.7% at the one dose, without a potency; inactive = the rest, 99 in 100 with CPE inhibition below about 2.2%; note: strong numbers were not always called active
KOR beta-arrestin-2: kappa opioid receptor activators – cell-based, luminescence, uHTS, primary screen (AID 1777) | KOR beta-arrestin recruitment, luminescence; higher % means a stronger effect | 280,000 compounds, 0.02% hits | activation, % at 10 µM; hits with a dose series show EC50 in µM; in the data active = activation above about 50%, passing the limit was not always enough; note: a part of the inactive calls stands beside numbers as strong as those of hits
Dengue-2 NS5 capping pilot replicate: further read-out of Dengue-2 NS5 capping, marked with its call; inhibition, %; measured here: pilot screen replicate inhibition
* marks the source's active call; other numbers are inactive results; ? = inconclusive; / = no result given; [ ] = another dose, or the depositor's remark. Only part of the results is shown; count on the stated rates, not on these rows.

SMILES | GPR55 antagonists | Dengue-2 NS5 capping | NOD1 NF-kB reporter | HIV peptide binding | GPR55 beta-arrestin | GPR35 antagonists | KOR beta-arrestin-1 | West Nile antiviral | KOR beta-arrestin-2 | others
Cc1cc(C(=O)OCC(=O)N2c3ccccc3NC(=O)C2(C)C)c(C)n1-c1ccccc1 | 12% | 4% | -15% | -1.9% | -0.3% | 0% | 1% | 0.8% | -3.0%
C#CCOc1ccc(/C=C2/C(=O)NN(c3ccccc3)C2=O)cc1OC | 4% | 7% | -16% | 0.5% | 0.3% | 0% | -2%[20 µM] | -0.1% | -5.1%
CC(/C=N/n1c(-c2ccccc2)n[nH]c1=S)=C\c1ccco1 | 16% | 6% | -21% | 17% | -0.3% | 13% | -6% | 0.6% | 0.0%
Cc1cccc(CSc2nc3[nH]ncc3c(=O)[nH]2)c1 | -1% | -6% | -52% | 0.5% | 0.0% | 7% | -34% | 0.1% | 2.1%
CCC(=O)N(C)C(c1ccccc1Cl)c1nnnn1-c1c(C)cccc1C (centres undefined) | 4% | -5% | -12% | -1.2% | -0.1% | -3% | 16% | -0.7% | 2.0%
Cc1oc2nc(SCC(=O)NCc3cccnc3)nc(N)c2c1C | 12% | -10% | -6% | 0.1% | -0.1% | -8% | 22% | 0.0% | -2.3%
CCCC(=O)Oc1c(S(=O)(=O)c2ccc(C)cc2)c(C)nn1C(C)(C)C | 8% | -9% | 22% | 2.4% | 0.0% | -17% | 3% | 0.4% | -0.7%
Cc1nn(CCCC(=O)NC(C)c2ccccc2)c(=O)c2nn(-c3ccccc3)c(C)c12 (centres undefined) | -11% | -3% | -17% | 0.9% | 0.2% | 3% | -20% | -0.4% | 5.2%
Cc1ccc(N(CC(=O)NCCc2ccc(F)cc2)S(=O)(=O)c2ccc(Cl)c([N+](=O)[O-])c2)c(C)c1 | 65%* | -6% | -17% | 1.0% | 0.2% | 18% | 11% | 3.4% | -0.6%
Cc1ccccc1OCCCCCn1ccnc1 | 0% | 0% | 15% | -1.5% | -0.2% | 24% | 12% | -0.8% | -7.1% | Dengue-2 NS5 capping pilot replicate=-1.2
CCOc1ccc(-n2c(SCc3ccc([N+](=O)[O-])cc3)nnc2-c2ccc(OC)cc2)cc1 | 9% | -2% | 0% | -2.7% | 0.1% | 12% | 2% | -1.2% | 5.8%
CC(C)(C)c1nnc2sc(SCC(=O)N3CCCc4ccccc43)nn2c1=O | 9% | -8% | 24% | -3.7% | -0.1% | 1% | -19% | 1.0% | 4.1%
O=C(Nc1ccc2c(c1)OCCO2)C(c1ccc(F)cc1)N1CCCCC1 (centres undefined) | -5% | -1% | -19% | 2.9% | -0.1% | 5% | 1% | -0.6% | 13%
C=Cn1c(C(=O)O)ccc1-c1ccc(OC)cc1 | 3% | / | -36% | 1.8% | -0.1% | 2% | -4%[20 µM] | -0.4% | /
O=C(O)CC1S/C(=N/N=C/C2CC=CCC2)NC1=O (centres undefined) | 14% | 2% | -11% | -0.8% | -0.1% | 1% | -24%[20 µM] | 0.8% | /
CCCN1CCC(=O)N(CCSc2ccc(NC(C)=O)cc2)CC1 | 2% | -8% | -10% | -1.4% | -0.1% | -8% | / | 0.4% | -0.5%
CN(C(=O)CCc1nc(-c2ccccc2F)no1)c1ccccc1 | 5% | -6% | -11% | -1.7% | -0.3% | 10% | 9% | -0.9% | -9.4%
CCO/C=N/c1c(C#N)c(CC#N)nn1-c1ccccc1 | 4% | -7% | -1% | 0.2% | -0.1% | -1% | -12% | 0.7% | 4.1%
Cc1ccc2cc(CCNC(=O)c3cccs3)c(=O)[nH]c2c1C | 11% | -2% | -88% | 0.6% | -0.2% | -16% | -6% | / | -1.3%
CN1CCc2c(C#N)c(N3CCCCC3)nc(NCc3ccccc3)c2C1 | 33% | 32% | 29% | -1.0% | -0.2% | -10% | 4% | -0.8% | -2.5%
COc1ccc(-c2cc(C(=O)OCC(=O)c3ccc(C)c([N+](=O)[O-])c3)c3ccccc3n2)cc1 | 8% | 1% | -30% | -0.8% | -0.5% | 19% | 0% | -0.8% | -2.2%
CN(C)c1ccc(NC(=O)Oc2ccccc2)cc1 | 14% | 0% | -12% | 1.5% | -0.1% | -2% | 30% | 0.3% | -3.3%
O=C(CC1C(=O)NCCN1Cc1ccc(F)c(F)c1)NCCCn1ccnc1 (centres undefined) | 6% | / | 8% | -0.6% | 0.3% | 17% | 2% | 0.3% | -5.0%
COc1cc(/C=C2\C(=N)N3N=C(S(=O)(=O)CC(C)C)SC3=NC2=O)ccc1OC(=O)c1ccco1 | 15% | / | -17% | 70%* | 0.1% | 11% | -9% | 0.1% | -5.7%
COc1ccc2nc(NC(=O)c3ccccc3O)sc2c1 | 0% | -5% | -7% | -0.6% | 0.0% | 0% | -7% | -1.1% | 2.0%
COc1cc(OC)c(NC(=O)Cn2cccc2)cc1Cl | -3% | -1% | 4% | 2.7% | -0.4% | -6% | 29% | -0.2% | -4.6%
CCOC(=O)CC1C(=O)NCCN1S(=O)(=O)c1ccc(Cl)c(Cl)c1 (centres undefined) | 13% | 7% | 0% | 3.7% | 0.2% | -2% | -19% | 0.1% | 1.6%
COc1ccc(C/C(N)=N/OC(=O)CCc2ccccc2)cc1 | 8% | 0% | -32% | 0.1% | 0.0% | -8% | -12% | -0.1% | 0.1%
O=C(O)CCCC(=O)N(Cc1ccccc1)Cc1ccccc1 | -2% | -19% | 13% | -3.3% | 0.3% | 2% | -19% | 0.8% | 0.4%
CCOC(=O)Cc1csc(NS(C)(=O)=O)n1 | 6% | 1% | -16% | 3.1% | -0.1% | 5% | 5% | 0.0% | -0.5%
Cc1c(NC(=O)CN2C(=O)NC(C)(c3ccccc3)C2=O)c(=O)n(-c2ccccc2)n1C (centres undefined) | 12% | -3% | -11% | -0.8% | -0.2% | 8% | -63% | -0.2% | -2.5%
CN(C)c1cccc(C(=O)NNC(=S)NC2CCCC2)c1 | -5% | 0% | -23% | -3.8% | 0.0% | -2% | -3% | -0.1% | -8.7%
C#CCn1c(=NC(=O)c2ccco2)sc2cccc(Cl)c21 | 15% | 2% | -6% | -1.5% | 0.2% | -2% | 15% | -1.0% | 8.8%
O=C(CCN1C(=O)/C(=C\c2ccccc2)SC1=S)N1CCOCC1 | 0% | -10% | -4% | 1.2% | 0.3% | -6% | 2% | ? | 0.4%
O=C(NCc1ccccc1F)c1cccc(S(=O)(=O)NCc2ccccc2)c1 | 19% | -4% | -23% | 1.3% | 0.0% | -15% | 14% | -0.8% | 0.5%
Cc1ccc(/C=N/NC(=O)c2c(C)nc3ccc(Br)cn23)cc1 | -9% | -2% | -24% | 4.8% | 0.1% | -7% | -157%[20 µM] | ? | -0.6%
O=C(NCc1ccco1)/C(=C\c1ccco1)NC(=O)c1ccco1 | 3% | 5% | -2% | 2.6% | 0.0% | 5% | / | 0.5% | -0.3%
Cc1ccc(-n2nc3c(c2NC(=O)c2ccc(F)c(F)c2)CS(=O)(=O)C3)cc1 | -4% | -4% | 4% | 0.3% | -0.1% | -3% | -32% | -0.9% | -1.2%
Cc1ccccc1-n1c(SCC(=O)Nc2cccc3ccccc23)nc(O)cc1=O | 10% | -3% | -26% | 12% | 0.2% | -6% | -23% | 0.1% | 12%
CCc1ccc(C2=NN(CCC(=O)NC3CC3)C(=O)CC2)cc1 | -6% | / | -20% | 2.8% | 0.8% | -5% | -21% | -0.4% | -4.0%
Cc1ccc(-c2cc(C(=O)N3CCCC3)no2)cc1 | -4% | -3% | -18% | -0.4% | -0.1% | -8% | -24% | 0.0% | -3.0%
Clc1ccc(-c2ccc(/C=N/Nc3nncc(-c4ccccc4)n3)o2)cc1 | -4% | -7% | -62% | -4.1% | 0.0% | 2% | -93% | 0.1% | 1.8%
Oc1c(Br)cc2oc3c(c2c1CNCc1ccccc1)CCCC3 | 10% | -12% | 20% | 1.3% | -0.2% | 1% | -32% | -0.8% | 0.2%
CC(=O)Nc1ccc2c(c1)C(=O)N(c1cccc(C)c1)C2=O | 13% | 7% | 2% | -0.1% | 0.3% | 0% | 19% | 0.0% | -1.2%
CCC(CC)C(=O)NCCNC(=O)C(CC)CC | 37% | -9% | -15% | 2.0% | -0.2% | 6% | -15% | 0.0% | 0.0%
CCCN1CCC(=O)N([C@H](CSc2ccc(Br)cc2)Cc2ccccc2)CC1 | -14% | 2% | 8% | -1.9% | -0.1% | 16% | 27% | -0.5% | 30%
CC[C@@H](C)[C@H](NC(=O)CNC(=O)Cc1c(C)c2c(cc(C)c3c(C)coc32)oc1=O)C(=O)O | 6% | -9% | -14% | -0.7% | -0.1% | 12% | -3% | 0.3% | -2.6%
O=C(O)CCC(=O)N1N=C(c2ccc(Br)cc2)CC1c1ccc(Br)cc1 (centres undefined) | 13% | 3% | 6% | 7.0% | -0.1% | -3% | -32%[20 µM] | -0.8% | 2.8%
COCCN(CCOC)S(=O)(=O)c1ccc(Cl)nc1 | 3% | -3% | 1% | -1.1% | -0.2% | -2% | 20% | 0.0% | 2.3%
Cc1nccn1-c1ncnc2sc3c(c12)CCCC3 | -4% | 2% | -6% | 0.2% | 0.0% | -7% | 24% | 0.5% | 10%

(listing goes on)
SMILES | GPR55 antagonists | Dengue-2 NS5 capping | NOD1 NF-kB reporter | HIV peptide binding | GPR55 beta-arrestin | GPR35 antagonists | KOR beta-arrestin-1 | West Nile antiviral | KOR beta-arrestin-2 | others
CCC(C(=O)OCC(=O)Nc1ccccc1-c1ccccc1)c1ccccc1 (centres undefined) | 23% | -5% | 5% | 0.1% | -0.2% | -1% | 15% | -0.8% | -0.4%
COC(=O)CCCNC(=O)c1ccc(OC2CCN(CCc3ccccc3)CC2)cc1 | 4% | -4% | -13% | -0.7% | 0.6% | -2% | -10%[20 µM] | -0.1% | /
COc1cccc(COC(=O)C2CCN(C(=O)c3ccccc3C)CC2)c1OC | 1% | 2% | -38% | -1.0% | -0.1% | -4% | -8% | 0.5% | -1.0%
COc1ccccc1C(=O)NCC(=O)NCc1cc(=O)n(C)c(=O)n1C | 15% | -3% | -6% | 1.4% | -0.2% | 6% | 4% | 0.5% | 1.6%
CCOC(=O)N/N=C/c1c(F)cccc1F | 2% | -1% | -42% | 0.1% | -0.1% | 4% | 14% | -0.5% | -4.6%
